PLC-gamma1 inh: inhibitors of human phospholipase C gamma1 | purified PLC-gamma1, fluorogenic substrate, fluorescence | inhibition, % at 12.2 µM | actives 0.84% (n = 370,000) | AID 720700; in the data active = inhibition above about 9.5%
PLC-beta3 inh: blocks human PLC-beta3 enzyme activity | actives 0.18% (n = 370,000) | AID 720704 | Q01970 | Purified PLC-beta3, fluorogenic substrate, fluorescence | inhibition, % at 12.2 µM; in the data active = inhibition above about 11%;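 note: 0% = median of compound wells on plate and 100% = full blocker control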
Target sequence (Q01970 whole entry, looked up): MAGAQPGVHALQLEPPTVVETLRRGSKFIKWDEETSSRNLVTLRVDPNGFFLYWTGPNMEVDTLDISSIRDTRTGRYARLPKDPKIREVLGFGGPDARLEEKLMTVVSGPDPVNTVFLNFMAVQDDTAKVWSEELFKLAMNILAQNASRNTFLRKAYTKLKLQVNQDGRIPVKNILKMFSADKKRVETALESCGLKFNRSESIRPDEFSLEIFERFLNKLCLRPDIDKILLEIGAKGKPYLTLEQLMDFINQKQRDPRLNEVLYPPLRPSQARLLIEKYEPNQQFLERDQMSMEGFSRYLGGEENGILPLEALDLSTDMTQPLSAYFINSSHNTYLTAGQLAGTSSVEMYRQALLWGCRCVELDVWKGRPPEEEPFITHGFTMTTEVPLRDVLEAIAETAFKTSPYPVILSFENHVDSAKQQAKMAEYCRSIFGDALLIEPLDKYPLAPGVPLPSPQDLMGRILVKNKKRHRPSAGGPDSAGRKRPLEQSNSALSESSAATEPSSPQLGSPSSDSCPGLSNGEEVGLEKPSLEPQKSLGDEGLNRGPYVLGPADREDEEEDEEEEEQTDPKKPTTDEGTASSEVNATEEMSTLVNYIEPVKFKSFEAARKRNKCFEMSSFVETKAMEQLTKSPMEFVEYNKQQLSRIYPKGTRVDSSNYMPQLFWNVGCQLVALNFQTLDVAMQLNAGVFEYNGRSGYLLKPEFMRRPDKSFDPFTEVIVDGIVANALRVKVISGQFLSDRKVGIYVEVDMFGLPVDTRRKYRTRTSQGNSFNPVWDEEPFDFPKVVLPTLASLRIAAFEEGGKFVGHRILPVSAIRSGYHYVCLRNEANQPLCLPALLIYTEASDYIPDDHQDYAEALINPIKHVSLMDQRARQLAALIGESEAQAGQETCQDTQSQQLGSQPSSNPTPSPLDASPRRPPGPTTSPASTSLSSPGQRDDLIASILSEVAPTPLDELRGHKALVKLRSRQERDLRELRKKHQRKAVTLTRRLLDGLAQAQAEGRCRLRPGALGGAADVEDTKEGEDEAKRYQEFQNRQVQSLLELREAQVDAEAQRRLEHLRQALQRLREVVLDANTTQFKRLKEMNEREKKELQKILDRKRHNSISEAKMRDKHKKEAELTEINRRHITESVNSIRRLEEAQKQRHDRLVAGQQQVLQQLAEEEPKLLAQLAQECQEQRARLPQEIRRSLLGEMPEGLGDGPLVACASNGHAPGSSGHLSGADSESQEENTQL
ARFGAP1 inhibitor: inhibits rat ARF GTPase activating protein 1; Q62848; Arfgap1-stimulated ARF1 GTP hydrolysis, GDP FP detection; inhibition, % at 16.5 µM; actives 0.26% (n = 360,000); AID 651572;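 active = inhibition above a per-plate limit, mean inhibition of low control wells plus 3 SD, cut at about 25% in these data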;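 note: 0% = DMSO wells with enzyme and 100% = wells lacking Arfgap1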
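material = rat Arfgap1 catalytic domain, aa 1-136 | also added = human ARF1(Δ1-17)-GTP substrate | compound dosing = one concentration, 16.5 µM, DMSO 1.26% | times = GTP hydrolysis reaction 2 h at 25 °C | measured by = FP, GDP Alexa 633 tracer displaced from anti-GDP antibody, 620/688 nm | evaluation = percent inhibition of Arfgap1-stimulated GTP hydrolysis | replication = single well per compound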
Tn6 DDE FP: inhibitors of Tn6 peptide binding to human fibrin DD(E); Fibrin DD(E) TRITC-Tn6 fluorescence polarization displacement; inhibition, % at 8.3 µM; P02675; actives 0.21% (n = 370,000);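 active = inhibition above a per-campaign cutoff: mean of compounds within control limits plus 3 SD, cut at about 15% in these data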;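 note: 0% = median of all compound wells on the plate and 100% = blocking peptide control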
UHRF1 MBD2 ctr: human UHRF1 methylated DNA binding inhibitors; UHRF1 binding to methylated oligo, TR-FRET; inhibition, % at 4.4 µM; actives 0.75% (n = 370,000); AID 687016; in the data active = inhibition above about 21%;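 note: UHRF1 SRA domain binding a hemimethylated CpG hairpin DNA probe; 0% = median of test compound wells and 100% = reference inhibitor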
KLK7 zymogen act: activators of human kallikrein-7 zymogen | activation, % at 7 µM | purified proKLK7, EDANS-DABCYL substrate fluorescence; 100% is mature enzyme control, 0% vehicle | actives 0.9% (n = 370,000) | P49862 | AID 652039;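 active = activation above the mean of all tested compounds plus 3 SD, computed per campaign excluding outliers beyond control limits, cut at about 13% in these data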
MBD2 inh: blocks human MBD2 binding to methylated DNA | Q9UBB5 | TR-FRET, MBD2 binding to methylated oligonucleotide | inhibition, % at 4.4 µM | actives 0.31% (n = 370,000) | AID 686964; in the data active = inhibition above about 13%
DDE Tn7 FP inh: inhibitors of Tn7 peptide binding to human fibrin DD(E); P02675; FP displacement of FITC-Tn7 peptide from fibrin DD(E); 0% = median of compound wells per plate; inhibition, % at 8.3 µM; actives 0.13% (n = 370,000); AID 720508;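 active = inhibition above the mean of compounds falling within the control limits plus 3 SD of them, cut at about 14% in these data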;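 note: 0% = plate median of compound wells and 100% = 10 µM Aha-Tn7 peptide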
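Assay system: human fibrin DD(E). Input: DD(E) 2 µM final. Medium: Tris buffer with calcium and detergent, pH 7.8. Compound dosing: single point at 8.3 µM. Timing: 10 min plus 3 h, room temperature. Technique: fluorescence polarization of the labelled Tn7 tracer. Read-out: percent inhibition. Replicates: singlicate testing.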
ADAM17 inh: ADAM17 inhibition, QFRET primary screen | P78536 | recombinant ADAM17, EDANS/DABCYL FRET peptide cleavage | inhibition, % at 6.95 µM | actives 0.83% (n = 370,000);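 active = inhibition above the mean of compounds lying between control limits plus 3 SD, set per campaign, cut at about 8.5% in these data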;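 note: 0% = DMSO-only wells as the low control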
ASAP1 inh: inhibitors of human ASAP1 ArfGAP activity. Q9ULH1. ASAP1-stimulated ARF1 GTP hydrolysis, GDP FP detection. inhibition, % at 16.5 µM. actives 0.19% (n = 360,000). AID 624377; in the data active = inhibition above about 25%;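 note: 0% = vehicle with enzyme and substrate and 100% = no enzyme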
* = called active by the depositor; i = inactive.

SMILES	PLC-gamma1 inh	PLC-beta3 inh	ARFGAP1 inhibitor	Tn6 DDE FP	UHRF1 MBD2 ctr	KLK7 zymogen act	MBD2 inh	DDE Tn7 FP inh	ADAM17 inh	ASAP1 inh
COc1ccc(-c2cc(-c3nnc(COC(=O)CC4CC5CCC4C5)o3)c3ccccc3n2)cc1OC (configuration not stated)	-114	-128	6	6	-3	-13	-2	5	-9	-3
CC(C)C(=O)Nc1nc2cc3c(cc2s1)OCO3	2	0	6	-5	-3	0.3	1	3	-1	20
Cc1ccc(CNC(=O)C2CCN(S(=O)(=O)c3ccc(Br)s3)CC2)cc1	-1	-3	-7	-6	0	0.4	3	-4	-1	-5
O=C(c1ccc(C(=O)N2CCOCC2)s1)N1CCOCC1	0	-4	-8	4	0	0.1	5	1	-3	-8
N#Cc1c(=O)c2nc(NCc3ccccc3)ncc2n2ccccc12	i	i	3	-2	-12	19*	-4	-3	-103	-7
CC(C)CC(=O)OC1C(N2CCOCC2)c2c(ccc(/C=C/C(=O)N3CCOCC3)c2O)OC1(C)C (configuration not stated)	-226	-272	10	3	-3	-19	-5	1	-46	-7
COc1ccccc1C1c2[nH]c3ccccc3c2CCN1Cc1cnc(C)s1 (configuration not stated)	-74	-79	13	2	11	7.6	1	0	-19	6
C/C(=C\c1ccccc1)C(=O)Nc1ccc(S(=O)(=O)Nc2ncccn2)cc1	3	-1	-4	-1	5	0.2	4	4	4	5
CC[C@@H]1Cc2[nH]c(=O)[nH]c(=O)c2[C@H](c2ccc(Cl)cc2)O1	-2	-2	11	1	4	-0.7	2	-7	-2	11
CC(=O)OCC(=O)Nc1c(C)cccc1C	1	2	5	-5	-2	0.2	-2	-1	-2	2
COc1ncc(-c2ccc3c(c2)S(=O)(=O)c2cccc(C(=O)NCc4ccco4)c2C3=O)cn1	-19	-57	-7	0	2	2.1	5	0	-10	16
CNNC(=S)Nc1cccc(SC)c1	-2	-5	4	10	1	-0.7	2	4	-1	3
CCN1CCN(c2cc(C)c3cc(NC(=O)c4cccnc4Cl)ccc3n2)CC1	-19	-26	7	6	2	-0.1	3	-5	-13	3
Cc1cccn2c(=O)c(/C=C(\C#N)C(N)=O)c(Oc3ccccc3)nc12	-60	-90	3	3	-3	15*	-4	-2	-40	3
Oc1ccccc1C=NNC(=S)NN=Cc1ccccc1O	-44	-70	55*	1	-5	-2.5	-3	-3	-5	32*
CC(C)(C)NC(=O)NC(=O)CN1CCN(c2ccccc2O)CC1	-1	1	-6	2	0	0.3	1	5	-6	-12
COc1ccc2cc(C#N)c(NC(C)C)nc2c1	-134	-157	18	7	1	-5.2	6	7	-228	11
COCCC(=O)N1CCC(Oc2ccc(C(=O)N(C)CCCC3CCCC3)cc2)CC1	2	-2	4	3	3	0.2	6	-5	3	0
O=C1C2C(C(=O)N1c1ccccc1)N1CCCN1C2c1ccccc1 (configuration not stated)	-1	-1	10	0	-3	0.1	3	9	-2	6
COc1ccc(Cn2c(-c3ccco3)nc3oc4cc(OC)ccc4c(=O)c3c2=O)cc1	-3	-3	3	-4	5	-0.3	2	-13	1	2
O=C(C[C@@H]1C/C=C\C[C@H](NC(=O)OCC2c3ccccc3-c3ccccc32)C(=O)OC[C@H]2CCCN2C1=O)N[C@@H](CO)Cc1ccccc1	-1	-4	2	-6	-3	0.4	3	5	-7	3
Cc1ccc(S(=O)(=O)CNC(=S)c2ccc3ccccc3c2)cc1	-3	1	6	0	-1	-0.1	4	-4	9.5*	6
O=C(NCCCN1CCN(CCCNC(=O)c2cccc([N+](=O)[O-])c2)CC1)c1cccc([N+](=O)[O-])c1	0	0	-1	2	2	-0.5	-2	2	-3	5
FC(F)(F)c1cc(Cl)c2nnc(-c3cccnc3)n2c1	-3	2	-4	11	-1	0.2	-2	0	-7	-3
CCC(CC)C(=O)Nc1cccc(SC)c1	0	0	-3	0	0	-0.1	-5	-3	0	-4
Cc1ccc(NC(=O)C(C)Sc2nnc3n2CCCCC3)cc1S(=O)(=O)N1CCOCC1 (configuration not stated)	3	4	4	1	1	0.0	-2	-2	7	-9
Cc1ccc(CN(Cc2ccccc2)C(=S)NCC(=O)NCc2cccnc2)o1	4	-5	10	-3	5	0.4	-2	-4	5	11
CCCCCCc1cc2cc(S(=O)(=O)c3ccc(Cl)cc3)c(=O)oc2cc1O	-39	-50	7	3	-2	-3.1	2	-8	-56	-6
O=C(Cc1ccc(F)cc1)NCCc1ccccc1	0	0	2	-1	2	-0.1	-3	1	-1	14
COc1ccc2c(c1OC)C(=O)N1C2SC(C)(C)[C@H]1C(=O)NC(C)C (some centres not stated)	-11	-22	15	-1	5	-4.2	-2	-7	-8	-6
CN1C(=O)NC(c2cccc(F)c2)C2=C1CC(C)(C)CC2=O (configuration not stated)	-1	-10	-3	-4	-1	-0.3	2	-1	-6	7
C[C@@H]1COC(=O)[C@@H](CC(=O)OC(C)(C)C)C/C=C\C[C@H](CC(=O)NCCO)C(=O)N1	5	0	-2	14	1	0.1	0	6	-5	-1
CCOC(=O)C1CCN(Cc2cccc(OCc3ccccc3)c2)CC1	3	-4	2	-7	0	0.2	-3	-2	-1	6
COc1ccc(CNC(=O)CCS(=O)(=O)c2cccc3nonc23)cc1	-2	0	-9	-1	-2	0.1	-2	-4	-8	5
COc1ccc2c(c1)OC(=O)CC2c1ccccc1OC (configuration not stated)	-2	-4	-2	-1	1	-0.1	0	-4	-1	2
COc1ccc(Nc2nc(N)nc(CN3CCOCC3)n2)cc1	8	4	-7	-1	4	0.3	1	-12	1	8
Clc1ccc(CO/N=C2\CCCc3nonc32)c(Cl)c1	0	-2	0	1	-1	-0.1	-3	-4	1	0
Cc1ccc(-c2csc(NC(=O)N3CCOCC3)n2)cc1	-1	2	1	-4	-2	0.1	5	0	0	6
CC(C)C[C@H]1CNC(=O)C(=O)N1C[C@H]1CCCN1C[C@H](Cc1ccc(O)cc1)N1C[C@H](CC(C)C)N(CC2CCCCCC2)C(=O)C1=O	2	5	-5	-2	0	-0.2	-4	1	1	8
COc1cccc(C2CC(c3ccc(C)cc3)n3ncnc3N2)c1 (configuration not stated)	-8	-12	-7	0	-1	-0.3	1	7	-2	-6
CCOCCCNC(=O)N[C@@H](Cc1ccccc1)C(=O)OC	0	-3	8	-5	4	-0.8	-3	4	-1	6
Cc1ccc(NC(=O)Cn2c(O)c(N=NC(N)=O)c3ccccc32)cc1	0	-5	-1	0	-2	-0.4	-2	14*	-6	0
COc1cccc2c(=O)n(CC(=O)Nc3ccc(F)cc3)ccc12	4	7	7	-2	2	-0.9	-2	-5	-4	-7
Cc1ccc(-n2c(Cc3cccs3)nnc2SCC(=O)Nc2ccc(S(N)(=O)=O)cc2)cc1	-1	2	-18	5	-2	0.3	-3	8	0	13
COc1ccc(NC(=O)/C(=C\c2ccco2)NC(=O)c2ccco2)cc1	-3	-14	13	-2	-5	0.1	-3	-8	0	-5
CN1C(=O)c2cccc(N(C)C)c2C1=O	-3	1	5	-1	-3	-0.1	-2	3	-3	0
COc1ccc(NC(=O)Nc2c(O)ccc3ccccc23)cc1	-27	-33	9	5	-1	-17	-4	7	-21	-2
CC1Cc2ccccc2N1C(=O)Cn1cc(C(F)(F)F)ccc1=O (configuration not stated)	0	5	-1	-3	-3	0.7	2	-6	-1	-3
Fc1ccc(NC(=S)Nc2ccccc2OC(F)F)cc1Cl	0	3	3	-5	-5	-0.2	3	-4	-1	0
CCOC(=O)c1c(C)[nH]c(C(=O)C(C)OC(=O)c2cnc(C)cn2)c1C (configuration not stated)	0	-7	-3	-1	-4	0.4	-4	6	-5	-14
Cn1c(SCc2nnc(-c3ccc(F)cc3)o2)nnc1C1COc2ccccc2O1 (configuration not stated)	3	-2	-10	1	-4	0.9	2	2	-2	3
CCOC(=O)N1CCN(C(=O)CN(C)S(=O)(=O)c2ccc(F)cc2)CC1	1	-3	2	5	-2	0.1	3	-6	-1	-9
COc1ccc(C(=O)N2CCN(C(C)=O)CC2)cc1S(=O)(=O)NCc1ccc(Cl)cc1	-1	-2	0	1	-1	0.1	2	4	-3	-5
COc1ccc(CCNC(=O)c2cccn2C)cc1	3	-3	-13	-4	-1	0.1	-3	-6	-7	-12
Cc1ccc(NC(=O)C(C)OC(=O)c2ccc(Cl)nc2)cc1S(=O)(=O)N1CCOCC1 (configuration not stated)	-8	-14	-3	5	-3	-0.3	-3	1	-5	-12
CCCCN(c1ccccc1)S(=O)(=O)c1cccc2cccnc12	-1	2	1	-9	0	-0.6	3	6	-4	-7
COc1ccccc1CC(=O)Nc1ccc(S(=O)(=O)N2CC(C)CC(C)C2)cc1 (configuration not stated)	3	-4	11	-7	1	0.6	5	1	3	9
CCC(CO)Oc1cc(NCc2ccccc2)c2ncn(C3CCCC3)c2c1 (configuration not stated)	-50	-65	0	-2	-6	-1.1	-8	1	-6	2
O=C(c1cnc2sccn2c1=O)N(Cc1ccccc1)c1ccccn1	8	1	1	-11	6	0.0	0	-1	-3	9
Cc1cccc(C)c1NC(=O)CN(C)C(=O)Cn1c(=O)cnc2ccccc21	5	1	-4	3	4	-0.1	3	-2	3	10

Single records (already shown). Order of screens: PLC-gamma1 inh	PLC-beta3 inh	ARFGAP1 inhibitor	Tn6 DDE FP	UHRF1 MBD2 ctr	KLK7 zymogen act	MBD2 inh	DDE Tn7 FP inh	ADAM17 inh	ASAP1 inh
Fc1ccc(NC(=S)Nc2ccccc2OC(F)F)cc1Cl in the list: 0	3	3	-5	-5	-0.2	3	-4	-1	0
CCCCN(c1ccccc1)S(=O)(=O)c1cccc2cccnc12 in the list: -1	2	1	-9	0	-0.6	3	6	-4	-7
COc1ccc(NC(=O)Nc2c(O)ccc3ccccc23)cc1 in the list: -27	-33	9	5	-1	-17	-4	7	-21	-2

Next section.
SMILES	PLC-gamma1 inh	PLC-beta3 inh	ARFGAP1 inhibitor	Tn6 DDE FP	UHRF1 MBD2 ctr	KLK7 zymogen act	MBD2 inh	DDE Tn7 FP inh	ADAM17 inh	ASAP1 inh
NC(=O)c1nsc(C(=O)N(c2ccccc2)C(C(=O)NCC2CCCO2)c2ccc(F)cc2)c1N (configuration not stated)	-27	-38	9	4	-1	-1.2	-5	-1	-22	8
COc1ccc(OC(C)C(=O)Nc2ccccc2C(F)(F)F)cc1 (configuration not stated)	1	2	1	-3	1	0.0	6	2	-2	-5
Cc1ccc(NC(=O)CSc2nc(=O)n(Cc3ccncc3)c3c2CCC3)c(C)c1	7	-8	5	-3	-1	-0.1	-2	-5	-4	-7
Cc1cc[n+](-c2nc([O-])sc2/C=N/Nc2ccc([N+](=O)[O-])cc2)cc1	0	0	4	5	-1	0.2	-2	-4	0	-9
O=C(Cn1nc(C(F)(F)F)c2c1CCC2)NCc1ccc(F)cc1	-1	0	-4	5	-1	-0.6	1	12	-2	-2
O=C(/C=C/c1ccccc1)c1ccccc1	3	4	-11	-5	5	-0.3	-3	-3	3	11

High-throughput results deposited in PubChem BioAssay by The Scripps Research Institute Molecular Screening Center.
